Screens deposited in PubChem BioAssay by National Center for Advancing Translational Sciences (NCATS).
KDM5B inh: KDM5B demethylase inhibition. Q9UGL1. KDM5B demethylase, FDH-coupled NADH fluorescence (FDH is formaldehyde dehydrogenase). Potency, µM (series often up to 57.7 µM), for inactives: at the top dose activity change, negative = inhibition, hits mostly inhibitors. 2.6% of 220,000 active; active = well fitted inhibition curve with a large enough effect; inconclusive = small, poorly fitted or top-dose-only effect; inactive = no such curve, though single readings can be large or run the other way; also: 0% is about no effect; nearly all actives have a fitted effect of over 70% in size
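Coupled FDH/NAD⁺ fluorescence readout. KDM5BΔAP 200 nM final; compound titration, 10 min RT preincubation; substrate mix 12.5 µM H3K4me3, 25 µM 2-OG, 50 µM Fe(II), 100 µM ascorbate, 0.25 mM NAD⁺, 0.25 U/mL FDH; ΔRFU over 30 min.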
* = called active by the depositor; u = inconclusive; [ ] = remark or other dose. Potency is read from the fitted curve at half-maximal effect. Only part of the results is shown; count on the stated rates, not on these rows.

KDM5B inh | molecule
-2.7% | O=C(Nc1cccc(N2CCCC2=O)c1)c1ccc(-n2cnc3ccccc32)cc1
9.8% | CC(C)c1noc([C@@H]2C[C@H]3C(=O)NCCCCCCN(C(=O)c4ccsc4)[C@H]3C2)n1
-10.5% | O=C1NC(C(=O)Nc2ccc(F)c(F)c2)Cn2cccc21 (stereo unspecified)
u | O=C(NC1CC1)c1ccc(NC(=O)c2cc(-c3ccco3)nc3ccccc23)cc1
-7.8%[86.2 µM] | CN1CC(=O)N(c2cccnc2)Cc2c(NC3CCC3)ncnc21
-8.1% | O=C(NCc1cccc(Oc2ccccc2)c1)C(=O)c1c[nH]c2ccccc12
18.7% | Cc1ccccc1-c1noc(C23CC4CC(CC(C4)C2)C3)n1
10.5% | COc1ccccc1C(=O)N/N=C(\C)c1cccnc1
-21.6% | Cc1ccccc1C(=O)N1CCCCC1CO (stereo unspecified)
31.7%[activator][115 µM] | O=C1NCc2ccccc2CC12CCN(Cc1c(Cl)cncc1Cl)CC2
-9.1% | COc1ccc(CCn2c(SCC(C)C)nc3c2c(=O)n(C)c(=O)n3C)cc1
10.2% | Fc1cccc(-c2nc(COc3ccccc3Br)co2)c1
-30.3% | CCOC(=O)c1nn2c(C(F)(F)F)cc(-c3ccc(C)cc3)nc2c1Cl
u | COc1cccc(C(=O)N2CCC3(CC2)CCN(CCc2ccccc2)c2ccccc2O3)c1
3.0% | COc1ccc(CC(=O)Nc2cccc(-c3ccc4nnc(C)n4n3)c2)cc1
u | CC(=O)NC1(C)CCN(Cc2ccccc2-c2cccc(C(C)=O)c2)C1 (stereo unspecified)
19.9% | COCCn1c(C(=O)NCc2ccc(OC)cc2)nc2ccccc2c1=O
-22.6% | CCNC(=O)N1CCC(Cc2ccc(C(=O)NCCN3CCN(CC)CC3)cc2)CC1
3.9% | Cc1oc2cc(OS(C)(=O)=O)ccc2c(=O)c1-c1ccc(Cl)cc1
12.9% | Cn1nc(C(=O)NC23CC4CC(CC(C4)C2)C3)c2ccccc2c1=O
-6.8% | Cc1ccc(NC(=O)Cn2cnnc2C#N)cc1C
1.7% | COCCNC(=O)CSc1cc(C)c2cc(C)cc(C)c2n1
19.6% | Cn1cnc(S(=O)(=O)N2CCCCC2c2nc(-c3ccncc3)n[nH]2)c1 (stereo unspecified)
-0.2% | O=C(OCC(=O)N1CCCC1)c1cc2c(cc1[N+](=O)[O-])OCCO2
17.7% | CC(C)(C)c1ccc(C(=O)OCc2c(Cl)cccc2Cl)cc1
14.8% | CC(C)(C)NC(=O)c1cc2cc(Br)ccc2oc1=O
2.3% | CCOc1ccc(NC(=O)C(Sc2ccccc2)c2ccccc2)cc1 (stereo unspecified)
25.6% | O=C(c1cccc(C(F)(F)F)c1)N1CCC2(CC1)CC(O)CCO2 (stereo unspecified)
u | COc1ccc(-n2cc(C(=O)NC(C)c3ccccc3)c3ccccc3c2=O)cc1 (stereo unspecified)
-12.4% | COc1ccccc1NC(=O)NCCCN1CCN(c2ccc(F)cc2)CC1
5.7% | COC(=O)COc1ccc2c(-c3ccccc3)cc(=O)oc2c1C
u | O=C(/C(=C/c1ccccc1F)c1nc2ccccc2o1)c1ccccc1
-24.9% | Cc1ccc2c(=O)cc(CSc3ncn[nH]3)[nH]c2c1C
5.2%[11.5 µM] | CCOC(=O)c1c(C)n(-c2ccccc2)c2ccc(OC(=O)c3cc(OC)cc(OC)c3)cc12
11.0%[86.2 µM] | CC(=O)Nc1ccc([C@@H](O)[C@H]2COCC(=O)N2CCCc2ccccc2)cc1
-12.0% | CCOC(=O)c1nc2ccccc2nc1N1CCN(c2ccccc2)CC1
21.5% | FC(F)Sc1nc2ccccc2s1
1.3% | COc1ccc(C(=O)N2CCN(C(=O)N3CC4CC(C3)[C@H]3CCCC(=O)N3C4)CC2)cc1F (stereo partly specified)
10.5%[86.2 µM] | CN(Cc1cccc(C(F)(F)F)c1)C(=O)C1CC1
-21.9% | Cc1ccccc1CNC(=O)C1CCN(c2nnc(-n3c(C)ccc3C)s2)CC1
u | COc1ccc(CN(C(=O)c2snc(C(N)=O)c2N)C(C(=O)NC2CCCC2)c2ccc(OC)c(OC)c2)cc1 (stereo unspecified)
17.0% | N#Cc1nc(C2CC2)oc1N1CCN(C(=O)NC2CCCCCCC2)CC1
u | COc1ccc(C(=O)NC2CCN(c3cc(-c4ccc(F)cc4)[nH]n3)C2)c(OC)c1 (stereo unspecified)
-16.2% | Cc1ccc(S(=O)(=O)N2CCC(n3cnnc3C)CC2)cc1F
5.7% | C=CCOc1nc2c(c(=O)n(C)c(=O)n2C)n1Cc1cccc(Br)c1
-28.3% | CCn1cc(CN2CCCC(COc3ccccc3C(=O)N3CCCC3)C2)c2ccccc21 (stereo unspecified)
8.2% | Cn1c(=O)n(C)c2cc(NC(=O)CN3C(=O)COc4ccc(C(C)(C)C)cc43)ccc21
25.1µM* | O=C(C1CCCN(c2nc3ncccc3o2)C1)N1CCCC1 (stereo unspecified)
u | CCOc1ccc(NC(=O)Cn2c(=O)c(CNc3ccc(OC)cc3)cc3ccc(OC)cc32)cc1
u | Cc1ccc(Sc2ccc(N3CCCC(C(=O)Nc4ccc(F)c(Cl)c4)C3)nn2)cc1 (stereo unspecified)
-24.8% | NC(=O)c1cccnc1N1CCC2(CCCN(Cc3ccccc3F)C2)C1 (stereo unspecified)
-0.8%[86.2 µM] | COc1ccccc1-c1cn2c(n1)CO[C@@H](CNCc1ccc(F)cc1)C2
-2.8% | CC1CCN(S(=O)(=O)c2nnc(NC(=O)c3ccc(C(C)C)cc3)s2)CC1
-22.6% | COCCN1C(=O)CC[C@]2(C(=O)N3CCC(N4CCCCC4)CC3)CCCC[C@@H]12
-10.9% | COc1ccc(Nc2nc(-c3ccc(CN(C)C(C)=O)cc3)cs2)cc1
19.7% | O=C(Cc1ccccc1Cl)N1CC(c2nnc(-c3ccncc3)o2)C2(CCOCC2)C1 (stereo unspecified)

Next section:
KDM5B inh | molecule
-3.2% | COc1cccc(CCNC(=O)c2c(O)nc3cc(C)ccn3c2=O)c1
-2.4% | CCCNc1c(NC(=O)c2ccc(Br)o2)c(=O)oc2ccccc12
7.4% | COc1ccc(CNC(=O)C(=O)NCC(c2ccco2)S(=O)(=O)c2cccs2)cc1 (stereo unspecified)
-12.7% | CCCCSCc1cc(C(=O)N2C[C@H](OCC)[C@@H](O)C2)oc1C
-11.0% | N#Cc1c(SCCN2CCOCC2)nc(N2CCCC2)c2c1CCCC2
5.6%[86.2 µM] | Clc1ccc(-c2cnc3n2C[C@H](CNC2CCOCC2)OC3)cc1
-6.1% | Cc1cccc(C(=O)N2CCCCC2CCN2CCCCC2)c1 (stereo unspecified)
u | COc1ccccc1-c1nnc([C@H]2CCN(Cc3ccccn3)C2)o1

Single values from above.
KDM5B inh result of O=C(OCC(=O)N1CCCC1)c1cc2c(cc1[N+](=O)[O-])OCCO2 is entered as -0.2%
KDM5B inh result of Clc1ccc(-c2cnc3n2C[C@H](CNC2CCOCC2)OC3)cc1 is entered as 5.6%[86.2 µM]
KDM5B inh result of O=C(c1cccc(C(F)(F)F)c1)N1CCC2(CC1)CC(O)CCO2 (stereo unspecified) is entered as 25.6%
KDM5B inh result of COc1ccccc1-c1cn2c(n1)CO[C@@H](CNCc1ccc(F)cc1)C2 is entered as -0.8%[86.2 µM]

(further entries)
KDM5B inh | molecule
9.4% | CCc1ccc2oc(C(=O)N3CCC(Cc4ccccc4)CC3)cc(=O)c2c1
14.3% | O=C(Cn1c(=O)cnc2ccccc21)N1CCCc2ccccc21
u | Cc1ccc(Cl)cc1NC(=O)C(C)n1nc(-c2ccccc2)ccc1=O (stereo unspecified)
-10.1% | O[C@@H]1C[C@@H](c2nnc3n2CCN(Cc2cccc(F)c2)C3)N(Cc2ccccc2)C1
-13.1% | O=C(N1CCN(Cc2ccc(Cl)c(Cl)c2)CC1)C12CNCC1CNC2 (stereo unspecified)
17.0% | O=C(O)c1nn(CCOc2ccccc2F)c(=O)c2ccccc12
127.9%[activator] | CC(C)Cc1cc(CNC(=O)[C@H]2CNC[C@H](C(=O)N3CCCC3)C2)no1
-20.7% | CCOc1ccc(C(=O)NCc2nc3cccnc3n2Cc2cccc(OC)c2)cc1
-1.9% | O=C(CCc1ccccc1)Nc1ccc(-c2nc(-c3ccccc3)co2)cc1
u | O=C(/C=C/c1cccc(Br)c1)Nc1nn[nH]n1
u | COc1ccc(CN2CC[C@H](c3nnc(-c4ccco4)o3)C2)cc1
-20.3% | Cc1ccc(OCCC2CCN(C(=O)c3ccoc3)C2)cc1 (stereo unspecified)
-14.7% | CCc1nnc(NC(=O)c2c(-c3ccccc3)noc2C)s1
u | CCCCN(CCCNC(=O)c1ccc(Sc2ccc(Cl)cc2)c(NC(C)=O)c1)c1ccccc1
u | O=C(NCC1COc2ccccc2O1)c1nn(Cc2ccccc2)c(=O)c2ccccc12 (stereo unspecified)
1.1% | CCOc1ccc2c(c1)c(=O)c(C(=O)c1ccc(CC)cc1)cn2CC(=O)Nc1ccc2c(c1)OCCO2
-13.3% | COc1cccc2sc(NC(=O)CCn3c(=O)oc4ccccc43)nc12
3.7% | O=C(Cc1n[nH]c(=O)c2ccccc12)Nc1cccc2ccccc12
-2.6% | Cc1c(C(=O)OCC2CCCCC2)[nH]c2c1C(=O)CC(c1ccc(Cl)cc1)C2 (stereo unspecified)
16.7% | COc1cccc(OCc2nc(C(=O)N3CC4C[C@@H]5CC3C[C@H](C4)C5)co2)c1
u | Cc1cc(NCc2ccccn2)n2ncc(-c3ccc(F)cc3)c2n1
-3.1% | COCCN1CC(C(=O)N(C)Cc2sccc2C)CCC1=O (stereo unspecified)
14.2% | COc1cc2c(cc1OC)C(COc1ccc3c(C)cc(=O)oc3c1)N(C(=O)CC(C)C)CC2 (stereo unspecified)
6.2%[115 µM] | CC(C)(C)n1cnc2cccnc21
-0.9% | CNC(=O)c1cccc(NC(=O)CC2C=CCC2)c1 (stereo unspecified)
31.6µM* | CCOC(=O)N1CCC(N[C@@H]2CC[C@@H]2NC(=O)c2cnc3cccnn23)CC1
14.9% | CCN1CC(c2nc3ccccc3n2Cc2cccc3ccccc23)CC1=O (stereo unspecified)
31.6µM* | Cc1cn2nc(C(=O)Nc3ccc(F)c(C)c3)cc2c(N2CCSCC2)n1
u | Cn1c(=O)c2c(n3c4ccccc4nc13)NC(=O)CC2c1cccc(Cl)c1 (stereo unspecified)
-25.7% | CCc1ccc(-n2nc(CO)c(C(=O)NCCc3ccccc3)n2)cc1
-17.1% | O=C1NCCCCCN(C(=O)CN2CCCC2=O)[C@H]2CCC[C@@H]12
-7.2% | O=C(O)CCC(=O)Nc1ccc2c(C(C(=O)O)N3CCN(c4cccc(Cl)c4)CC3)c[nH]c2c1 (stereo unspecified)

Part of the list above in order of formula weight, descending.
KDM5B inh | molecule
-7.2% | O=C(O)CCC(=O)Nc1ccc2c(C(C(=O)O)N3CCN(c4cccc(Cl)c4)CC3)c[nH]c2c1 (stereo unspecified)
14.2% | COc1cc2c(cc1OC)C(COc1ccc3c(C)cc(=O)oc3c1)N(C(=O)CC(C)C)CC2 (stereo unspecified)
31.6µM* | Cc1cn2nc(C(=O)Nc3ccc(F)c(C)c3)cc2c(N2CCSCC2)n1
14.9% | CCN1CC(c2nc3ccccc3n2Cc2cccc3ccccc23)CC1=O (stereo unspecified)
-25.7% | CCc1ccc(-n2nc(CO)c(C(=O)NCCc3ccccc3)n2)cc1
-17.1% | O=C1NCCCCCN(C(=O)CN2CCCC2=O)[C@H]2CCC[C@@H]12
-0.9% | CNC(=O)c1cccc(NC(=O)CC2C=CCC2)c1 (stereo unspecified)

New compounds follow:
KDM5B inh | molecule
u | Cc1cc(=O)n(Cc2ccccc2)c2c1c(C)nn2-c1ccccc1
-18.8% | COC(=O)c1ccc(Cl)cc1NC(=O)N(Cc1ccc(OC)cc1)C1CCN(C(C)=O)CC1
-49.5% | O=C(NCc1ccccc1)c1cnc2sc(N3CCCC3)nn2c1=O
-18.5% | CC(=O)c1c(C)[nH]c(C(=O)C(C)Sc2ccccc2Br)c1C (stereo unspecified)
-7.0% | CCOc1ccc(Cc2nc(C3CC(=O)N(C4CCCCC4)C3)no2)cc1 (stereo unspecified)
-6.5% | CC(C)Sc1n[nH]c(=O)n1-c1ccccc1
u | O=C(Nc1cccc(C(F)(F)F)c1)c1ccc2c(c1)nnn2C1CCCC1
9.9% | COc1ccc(Cl)cc1NC(=O)Cn1c(=O)n(Cc2nc(C)no2)c(=O)c2ccccc21
u | CCCCc1nn(CC(=O)N2CCN(c3ccccn3)CC2)c(=O)n1CC
25.1µM* | COc1ccc(Cl)cc1C(=O)NCc1nnc2ccc(-c3ccccc3)nn12
u | Cc1c(O)ccc2c(CN3CCCCCC3)cc(=O)oc12
-13.5% | NC1CCC(n2cc(C(=O)NCc3cc(-c4cccnc4)no3)nn2)CC1 (stereo unspecified)
u | CCOc1ccc(-c2cc3nc(C4CCN(C(=O)OC(C)(C)C)CC4)c(C(=O)Nc4cccc(C(F)(F)F)c4)cn3n2)cc1
139.4%[activator] | Cc1ccc(Cl)cc1NC(=O)c1cc(-c2ccc3c(c2)OCCO3)on1
3.6% | COc1ccccc1-c1ccc(CN2C3CCC2CN(C(C)C)C3)cc1
u | COc1ccc(OC)c(NC(=O)c2cc(-c3cc(C)cc(C)c3O)n[nH]2)c1
16.4% | O=C(O)C1CN(C(=O)c2ccccc2)c2cc(Cl)ccc2O1 (stereo unspecified)
-24.7% | O=C(c1ccnc(-c2ccccc2-c2ccccc2)c1)N1CCCC1
11.1% | O=C(NCCC1=CCCCC1)C1CCC(CNc2c(N3CCCC3)c(=O)c2=O)CC1 (stereo unspecified)
39.8µM* | c1ccc(CNc2ncc(-c3ccc(N4CCOCC4)cc3)c3c2OCC3)cc1
14.0% | Cc1ccc(NC(=O)Nc2c(N3CCCC3)c3ccccc3oc2=O)cc1F
0.0% | COc1ccc(NC(=O)CN2CCN(Cc3ccccc3)S2(=O)=O)c(OC)c1
-11.6% | COCc1nnc2n1CCC(NC(=O)Cc1c[nH]c3ccccc13)CC2 (stereo unspecified)
